Compound activity: PubChem BioAssay, National Center for Advancing Translational Sciences (NCATS)
D2 potentiator: positively modulates the human D2 dopamine receptor allosterically | potentiation, % at 10 µM | P14416 | HEK293 T-REx D2, calcium flux, EC20 dopamine potentiation | 0.34% of 340,000 active;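 active means potentiation over 3 SD above the plate norm, cut at about 30% in these data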; further: 0% is about no effect
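Primary screen. Calcium kinetics in induced HEK293 T-REx D2 cells: compound pre-addition 180 s, EC20 dopamine, 180 s more.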
Vif-A3F inh: inhibitors of Vif-A3F interaction; HeLa A3F-eYFP + Vif (tagged APOBEC3F with the HIV-1 protein that degrades it), YFP fluorescence increase; 0.2% of 390,000 active; Potency, µM (doses to about 46.1 µM), without a hit: top-dose activity, negative = active; AID 602313; further: potency means the concentration at half of the fitted maximal effect; % of control where 0% means no effect; nearly all actives have a fitted effect of over 65% in size
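HeLa cells stably expressing A3F-eYFP plus Vif, plated and incubated overnight at 37 deg C, then exposed to compounds overnight at 37 deg C. Blocked degradation read as raised yellow fluorescence (Ex 488/Em 500-530).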
RXFP1 agonist: RXFP1 (human) receptor agonism | Q9HBX9 | HEK293T-RXFP1 cAMP TR-FRET, 30 min; response scale: percent of porcine relaxin response, buffer zero | Potency, µM (top dose mostly 57.5 µM), for the others: at the top dose activation, most hits filed as activators | 0.3% of 370,000 active | AID 2676; further: potency means the concentration at half of the fitted maximal effect; on the % scale 0 is the no-effect control and ±100 the full control effect; nearly all actives have a fitted effect of over 60% in size; many of its hits are not listed in these tables
Target sequence (Q9HBX9 whole entry, looked up): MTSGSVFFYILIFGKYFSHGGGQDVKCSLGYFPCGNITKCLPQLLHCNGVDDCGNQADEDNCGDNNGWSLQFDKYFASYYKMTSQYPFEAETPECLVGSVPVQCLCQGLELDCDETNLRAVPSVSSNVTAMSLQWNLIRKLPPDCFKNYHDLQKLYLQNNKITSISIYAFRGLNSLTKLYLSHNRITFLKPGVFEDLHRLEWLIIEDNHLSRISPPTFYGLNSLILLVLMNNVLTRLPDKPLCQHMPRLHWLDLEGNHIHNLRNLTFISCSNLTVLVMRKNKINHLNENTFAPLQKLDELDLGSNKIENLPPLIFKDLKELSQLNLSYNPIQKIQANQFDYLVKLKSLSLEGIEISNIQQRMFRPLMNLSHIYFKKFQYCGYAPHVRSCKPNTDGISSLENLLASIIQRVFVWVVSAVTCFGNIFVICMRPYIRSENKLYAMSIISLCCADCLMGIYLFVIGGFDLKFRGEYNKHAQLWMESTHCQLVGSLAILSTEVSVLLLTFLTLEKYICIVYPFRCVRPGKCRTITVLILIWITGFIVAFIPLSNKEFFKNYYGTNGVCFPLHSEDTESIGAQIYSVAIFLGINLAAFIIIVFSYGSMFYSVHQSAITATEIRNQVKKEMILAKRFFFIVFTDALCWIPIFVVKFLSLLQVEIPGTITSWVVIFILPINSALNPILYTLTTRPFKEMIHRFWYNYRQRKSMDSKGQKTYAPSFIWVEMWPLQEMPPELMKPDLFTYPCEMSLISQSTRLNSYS
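HEK293T cells stably expressing RXFP1 were pretreated with the PDE4 inhibitor Ro 20174, exposed to compounds for 30 min at 37C, lysed, and cAMP was read by TR-FRET. Data normalized to buffer (basal) and 29 nM porcine relaxin (100%).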
Glioma ERSR ind: induces the endoplasmic reticulum stress response in human glioma cells; 0.02% of 420,000 active; U87-MG GRP78 promoter luciferase reporter, 16 h; Potency, µM, for inactives: at the highest dose activation, hits mostly activators; further: potency means the concentration at half of the fitted maximal effect; series mostly up to about 76 µM; % of control where 0% means no effect; nearly all actives have a fitted effect of over 35% in size
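ERSR induction read as luciferase luminescence (Bright-Glo, 10 min at room temperature) in stably transfected human U87-MG glioma cells exposed to compounds for 16 h, using GRP78 as sensor.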
D1 PAM: human D1 dopamine receptor positive modulation; HEK293 TREx D1 cells, calcium flux, dopamine EC20 potentiation; P21728; 0.036% of 360,000 active; potentiation, % at 10 µM; AID 504651; in the data active means potentiation above about 30%; further: 0% is about no effect
Vif-APOBEC3G blk: Vif-A3G binding inhibition | HeLa A3G-eYFP + Vif (tagged APOBEC3G with the HIV-1 protein that degrades it), YFP fluorescence, overnight | Potency, µM (highest dose often 46.1 µM), without a hit: top-dose activity, negative = active, usual class: inhibitors | AID 602310 | Q9HC16 | 0.076% of 410,000 active;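 further: potency means the concentration at half of the fitted maximal effect; on the % scale 0 is the no-effect control and ±100 the full control effect; nearly all actives have a fitted effect of over 60% in size; hits raise eYFP signal because A3G escapes Vif-driven loss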
Target sequence (Q9HC16 whole entry, looked up): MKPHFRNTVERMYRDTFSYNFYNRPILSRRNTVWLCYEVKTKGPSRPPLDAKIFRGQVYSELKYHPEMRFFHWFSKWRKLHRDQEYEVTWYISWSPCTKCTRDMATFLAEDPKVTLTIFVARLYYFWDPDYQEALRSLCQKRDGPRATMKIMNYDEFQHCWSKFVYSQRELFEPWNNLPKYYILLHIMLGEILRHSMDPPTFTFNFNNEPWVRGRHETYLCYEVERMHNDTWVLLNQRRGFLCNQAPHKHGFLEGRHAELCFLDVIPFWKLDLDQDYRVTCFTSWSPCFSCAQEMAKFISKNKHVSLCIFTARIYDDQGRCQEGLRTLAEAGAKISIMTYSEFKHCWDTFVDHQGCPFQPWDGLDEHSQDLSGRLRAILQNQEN
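HeLa cells stably expressing Vif and C-terminally eYFP-tagged A3G, seeded overnight at 37 deg C, then exposed to compound by pintool overnight at 37 deg C. Rise in yellow fluorescence (Ex 488/Em 500-530, Acumen) marks blocked Vif-driven A3G degradation.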
RXFP1 antag: RXFP1 (human) relaxin receptor antagonism; Q9HBX9; HEK293-RXFP1, relaxin-stimulated cAMP HTRF, 30 min; hits give low values; activity change, negative = inhibition, % at 57.5 µM; 0.59% of 350,000 active; AID 1259400;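 active means activity change of -60% or lower, but not beyond a set lower limit; inconclusive means change between -60% and -40%, or beyond the set limit; inactive means change above -40%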; further: on the % scale 0 is the no-effect control and ±100 the full control effect
D1 antagonist: antagonists of human D1 dopamine receptor | HEK293 TREx D1 cells, calcium flux, dopamine EC80; hits give low values | P21728 | activity change, negative = inhibition, % at 10 µM | 3.2% of 360,000 active; in the data active means activity change below about -30%; further: on the % scale 0 is the no-effect control and ±100 the full control effect
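Tetracycline-induced HEK293 Trex D1 cells, force-coupled to calcium, dye-loaded; compounds added and read 180 s, then EC80 dopamine added and calcium flux tracked kinetically another 180 s.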
D1 agonist: agonists of human D1 dopamine receptor; HEK293 T-REx D1 cells, calcium flux, agonist mode; AID 504660; 1% of 360,000 active; activation, % at 2 µM; in the data active means activation above about 30%; further: 0% is about no effect
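Tetracycline-induced HEK293 TREx D1 cells, force-coupled to calcium signalling, were dye-loaded with a no-wash calcium kit. Compound was pin-added after a 10 s baseline. Fluorescence was read kinetically at 1 cycle/s for 180 s, with calcium rises flagged as agonism.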
* hit, by the source's call; ? = inconclusive; . = not tested or not shown; & = joins results of further samples. Unless noted, the call rests on the fitted dose curve; in most records, active means well fitted curve in the direction sought with a large enough effect; inconclusive means small, poorly fitted or top-dose-only effect, or another doubt; inactive means no such curve, though single readings can be large; an effect the other way counts as inactive or inconclusive. These rows are one share of the data; count on the stated rates, not on these rows.

Labels used below – A = D2 potentiator; B = Vif-A3F inh; C = RXFP1 agonist; D = Glioma ERSR ind; E = D1 PAM; F = Vif-APOBEC3G blk; G = RXFP1 antag; H = D1 antagonist; I = D1 agonist
O=S(=O)(Nc1c(Br)cc(Br)c2cccnc12)C1CC1
  A: .; B: .; C: .; D: -4%; E: 20; F: 0%; G: .; H: 12; I: -1
COc1cc(/C=N/N2CCCCC2)cc([N+](=O)[O-])c1O
  A: -1; B: -2%; C: -1.8%; D: -3%; E: 0; F: 1%; G: -1; H: 2; I: 0
C/C(CC(=O)Nc1ccccn1)=N\NC(=O)c1ccc2ccccc2c1
  A: -18; B: 4%; C: -2.6%; D: 0%; E: 1; F: -6%; G: -7; H: -2; I: 2
CC1CCN(C(=O)c2ccc3c(c2)NC(=O)CN3)CC1
  A: 13; B: ?; C: 0.9%; D: -4%; E: -2; F: ?; G: -5; H: -8; I: 1
Cc1ccc(C(C)C)c(OCC(=O)NNC2=CC(=O)CC(C)(C)C2)c1
  A: -10; B: 8%; C: 0.3%; D: -1%; E: -3; F: -5%; G: -6; H: -11; I: -1
OC(COc1ccc2c(c1)CCC2)CN1CCN(c2ccccc2F)CC1 (stereo not given)
  A: 8; B: -1%; C: -0.3%; D: -3%; E: -6; F: -5%; G: -18; H: -30; I: 9
O=c1ccn(CCCBr)c(=O)[nH]1
  A: -6; B: 5%; C: -0.9%; D: -7%; E: -4; F: -1%; G: -4; H: -25; I: 3
CCOC(=O)c1c(C)[nH]c(C)c1C(=O)COC(=O)CSc1ccc(C)cc1
  A: .; B: 3%; C: .; D: -4%; E: .; F: -2%; G: -3; H: .; I: .
Cc1ccc(S(=O)(=O)N2CCCC(C(=O)NC3=NCCS3)C2)cc1 (stereo not given)
  A: -1; B: 2%; C: 1.2%; D: -3%; E: -20; F: 1%; G: 5; H: -18; I: 1
COc1ccc(CNCC(O)(c2ccc(F)cc2)c2ccc(F)cc2)cc1OC
  A: 17; B: 2%; C: 0.0%; D: -6%; E: -9; F: 2%; G: -22; H: -12; I: 13
CCC(CC)c1nn2c(N)c(/C=C3\C(C)=Nc4ccccc43)c(=O)nc2s1
  A: 10; B: -2%; C: -1.0%; D: 0%; E: -7; F: 0%; G: -69*; H: -19; I: 2
CC(C)CCn1c(=O)c2ccccc2c2ccccc2c1=O
  A: 0; B: -10%; C: 1.1%; D: -4%; E: 1; F: 0%; G: -6; H: 5; I: 4
CCOc1ccc(NC(=O)c2cc3cc4cc(OC)ccc4nc3s2)cc1
  A: -2; B: -16%; C: 5.2%; D: 1%; E: 3; F: -5%; G: .; H: -12; I: 3
Cc1cc(OCC(O)CN2CCN(CCO)CC2)ccc1C(C)C (stereo not given)
  A: 10; B: 0%; C: -0.7%; D: -4%; E: 4; F: -2%; G: 1; H: 12; I: 8
O=C(COC(=O)c1ccc(Cl)c(S(=O)(=O)N2CCCCC2)c1)NC1CCCCC1
  A: .; B: -1%; C: .; D: -3%; E: .; F: -1%; G: -5; H: .; I: .
O=C(Oc1ccc(N2C(=O)CCC2=O)cc1)c1ccccc1Cl
  A: 8; B: -18%; C: 0.6%; D: -11%; E: -4; F: 1%; G: .; H: 6; I: 9
CC(C)=CCCC1(C)C=Cc2c(ccc3c2[nH]c2cc(O)c(C)cc23)O1 (stereo not given)
  A: 10; B: -1%; C: -1.2%; D: -9%; E: 8; F: -4%; G: .; H: 10; I: -4
COc1cccc(Nc2nnc(SCC(=O)N3CC(=O)Nc4ccccc43)s2)c1
  A: -9; B: 0%; C: -0.1%; D: 9%; E: -1; F: -6%; G: -31; H: 1; I: 1
COC(=O)c1cc2oc3ccccc3c2n1Cc1nc(-c2cccc(C)c2)oc1C
  A: -13; B: -1%; C: 2.5%; D: 2%; E: -5; F: 2%; G: -9; H: 13; I: 1
COc1cc(Cl)c(C)cc1NC(=O)CSc1nc2ccccc2o1
  A: -17; B: -9%; C: 0.5%; D: 11%; E: 0; F: 4%; G: 9; H: -18; I: -1
CC(=O)N(Cc1cccnc1)c1nc2c(C)c(C)ccc2s1
  A: 18; B: -1%; C: 0.6%; D: 1%; E: 0; F: -6%; G: -24; H: .; I: 9
Cc1ccc(CN2CCN(CCCn3cccn3)CC2CCO)cc1 (stereo not given)
  A: -13; B: -5%; C: 0.4%; D: -5%; E: 10; F: 1%; G: 1; H: -1; I: -1
COC(=O)c1ccc(COC(=O)C2CC(O)CN2S(=O)(=O)c2ccc([N+](=O)[O-])cc2)cc1 (stereo not given)
  A: 5; B: 4%; C: 0.0%; D: 2%; E: .; F: 0%; G: 2; H: -18; I: 1
CC(C)c1ccc(NC2CCCN(C(=O)c3cccnc3)C2)cc1 (stereo not given)
  A: -7; B: -9%; C: -0.9%; D: 6%; E: -8; F: 4%; G: 2; H: 4; I: 4
CC(CCc1ccccc1)NC(=O)COC(=O)c1ccc(NC(=O)CC#N)cc1 (stereo not given)
  A: 9; B: -1%; C: -2.4%; D: -4%; E: -3; F: 3%; G: 1; H: 10; I: 4

Four structures out of the list, ordered by number of heavy atoms, low to high.
Labels used below – A = D2 potentiator; B = Vif-A3F inh; C = RXFP1 agonist; D = Glioma ERSR ind; E = D1 PAM; F = Vif-APOBEC3G blk; G = RXFP1 antag; H = D1 antagonist; I = D1 agonist
CC(=O)N(Cc1cccnc1)c1nc2c(C)c(C)ccc2s1
  A: 18; B: -1%; C: 0.6%; D: 1%; E: 0; F: -6%; G: -24; H: .; I: 9
Cc1cc(OCC(O)CN2CCN(CCO)CC2)ccc1C(C)C (stereo not given)
  A: 10; B: 0%; C: -0.7%; D: -4%; E: 4; F: -2%; G: 1; H: 12; I: 8
OC(COc1ccc2c(c1)CCC2)CN1CCN(c2ccccc2F)CC1 (stereo not given)
  A: 8; B: -1%; C: -0.3%; D: -3%; E: -6; F: -5%; G: -18; H: -30; I: 9
CC(CCc1ccccc1)NC(=O)COC(=O)c1ccc(NC(=O)CC#N)cc1 (stereo not given)
  A: 9; B: -1%; C: -2.4%; D: -4%; E: -3; F: 3%; G: 1; H: 10; I: 4

(continued)
Labels used below – A = D2 potentiator; B = Vif-A3F inh; C = RXFP1 agonist; D = Glioma ERSR ind; E = D1 PAM; F = Vif-APOBEC3G blk; G = RXFP1 antag; H = D1 antagonist; I = D1 agonist
COc1ccc(-c2oc3ncn4nc(COc5ccccc5)nc4c3c2-c2ccc(OC)cc2)cc1
  A: -2; B: -3%; C: 4.3%; D: -4%; E: 2; F: 2%; G: 4; H: -5; I: 3
Cc1nnc(SCC(=O)Nc2cccc(S(=O)(=O)N3CCCC3)c2)n1C1CC1
  A: .; B: 1%; C: .; D: -3%; E: .; F: 2%; G: 8; H: .; I: .
COc1ccc(-n2nc3c(c2NC(=O)COc2cccc(OC)c2)CS(=O)(=O)C3)cc1
  A: 0; B: 6%; C: 1.2%; D: -2%; E: 10; F: -4%; G: -8; H: 2; I: 0
O=C(CSc1n[nH]c(-c2cccnc2)n1)Nc1ccccc1C(F)(F)F
  A: -6; B: 10%; C: 3.5%; D: 1%; E: 8; F: -4%; G: -5; H: -30; I: 0
O=c1oc(-c2cccs2)nc2scc(-c3cccs3)c12
  A: 3; B: -9%; C: 1.9%; D: 13%; E: -6; F: 0%; G: -11; H: -6; I: 2
COc1ccc(C(=O)CCN2CCN(c3ccccc3F)CC2)cc1
  A: -25; B: 0%; C: -1.4%; D: -18%; E: -11; F: -20%; G: -3; H: .; I: 4
COc1ccc(S(=O)(=O)N2CCOc3ccccc32)cc1
  A: -1; B: 3%; C: -0.2%; D: -3%; E: -6; F: ?; G: 6; H: -4; I: 1
CCn1c2ccccc2c2cc(/C(C)=N/O)ccc21
  A: -10; B: -6%; C: 0.3%; D: 3%; E: -7; F: -9%; G: -31; H: -5; I: 2
Cc1nc(C)c(-c2ccc(SCC(=O)Nc3cccc(F)c3)nn2)s1
  A: 21; B: 4%; C: 24%; D: 0%; E: 2; F: -3%; G: -19; H: -32*; I: 10
COc1ccc(-c2nc(NC(=O)c3c(C)noc3C)sc2C)cc1
  A: 13; B: 10%; C: 1.0%; D: -3%; E: -5; F: -1%; G: -9; H: -3; I: 0
COc1ccc(/C=N/S(=O)(=O)c2ccc(C)cc2)cc1
  A: -1; B: 1%; C: -2.5%; D: 12%; E: 4; F: -11%; G: -25; H: 8; I: 4
Cc1nonc1CN(C)C(=O)c1ccc(OC2CCN(Cc3ccccn3)CC2)cc1
  A: 5; B: 6%; C: -2.9%; D: 0%; E: 6; F: 0%; G: -6; H: -14; I: 2
CCCC(=O)NC(c1ccc(OC)c(OC)c1)c1cc(Cl)c2cccnc2c1O (stereo not given)
  A: 0; B: 4%; C: -2.5%; D: -1%&-5%; E: 13; F: -21%&-1%; G: 0; H: 0; I: 22
O=C(Nc1cc(-c2cccc(Cl)c2)nn1-c1ccccc1)c1ccccc1F
  A: -8; B: 0%; C: 0.5%; D: -2%; E: 0; F: -2%; G: .; H: 3; I: 3
CC(C(=O)Nc1ccncc1)(c1ccccc1)c1ccccc1
  A: 5; B: 9%; C: 4.7%; D: -2%; E: 2; F: -4%; G: -11; H: 1; I: 2
CC1CCN(C(=O)CCc2ccc(Oc3cc([N+](=O)[O-])cc([N+](=O)[O-])c3)cc2)CC1
  A: .; B: -11%; C: -0.9%; D: -5%; E: 3; F: 4%; G: 3; H: -7; I: 4
Cc1cc(NC(=O)c2ccc(-c3ccc(F)c(Cl)c3)o2)no1
  A: -10; B: -18%; C: 1.8%; D: -4%; E: -3; F: -7%; G: -4; H: 4; I: 2
O=C(NC(=S)Nc1cccc(O)c1)c1cncc(Br)c1
  A: .; B: 8%; C: .; D: 5%; E: .; F: 1%; G: -15; H: .; I: .
O=C(NC(Cc1ccccc1)C(=O)O)/C(=C\c1ccco1)NC(=O)c1ccc(Br)cc1 (stereo not given)
  A: 7; B: 2%; C: 0.1%; D: -4%; E: -8; F: 3%; G: -8; H: 0; I: 1
COc1ccc(NC(=S)NCCc2ccccc2OC)c(OC)c1
  A: 5; B: 1%; C: -0.3%; D: -7%; E: -5; F: -6%; G: 3; H: -18; I: 3
CSc1ccccc1NC(=O)C1CC(c2ccccc2O)=NO1 (stereo not given)
  A: 5; B: 1%; C: -1.4%; D: 4%; E: -3; F: -3%; G: -14; H: -12; I: 2
